# Screening results as filed in PubChem.
# NRP1-CendR mod = modulators of CendR peptide binding to NRP-1, primary screen, biochemical, fluorescence polarization, uHTS | Neuropilin-1 (Homo sapiens), O14786 | FAM-RPARPAR peptide binding to NRP-1 | inhibition, % at 25 µM | actives 0.85% (n = 360,000);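 active = inhibition or corrected inhibition above about 18%, plus a signal ratio from 0.5 to 1.5, limit read from the data, passing the limit was not always enough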; note: strong numbers were not always called active
# Target sequence (O14786 whole entry, looked up): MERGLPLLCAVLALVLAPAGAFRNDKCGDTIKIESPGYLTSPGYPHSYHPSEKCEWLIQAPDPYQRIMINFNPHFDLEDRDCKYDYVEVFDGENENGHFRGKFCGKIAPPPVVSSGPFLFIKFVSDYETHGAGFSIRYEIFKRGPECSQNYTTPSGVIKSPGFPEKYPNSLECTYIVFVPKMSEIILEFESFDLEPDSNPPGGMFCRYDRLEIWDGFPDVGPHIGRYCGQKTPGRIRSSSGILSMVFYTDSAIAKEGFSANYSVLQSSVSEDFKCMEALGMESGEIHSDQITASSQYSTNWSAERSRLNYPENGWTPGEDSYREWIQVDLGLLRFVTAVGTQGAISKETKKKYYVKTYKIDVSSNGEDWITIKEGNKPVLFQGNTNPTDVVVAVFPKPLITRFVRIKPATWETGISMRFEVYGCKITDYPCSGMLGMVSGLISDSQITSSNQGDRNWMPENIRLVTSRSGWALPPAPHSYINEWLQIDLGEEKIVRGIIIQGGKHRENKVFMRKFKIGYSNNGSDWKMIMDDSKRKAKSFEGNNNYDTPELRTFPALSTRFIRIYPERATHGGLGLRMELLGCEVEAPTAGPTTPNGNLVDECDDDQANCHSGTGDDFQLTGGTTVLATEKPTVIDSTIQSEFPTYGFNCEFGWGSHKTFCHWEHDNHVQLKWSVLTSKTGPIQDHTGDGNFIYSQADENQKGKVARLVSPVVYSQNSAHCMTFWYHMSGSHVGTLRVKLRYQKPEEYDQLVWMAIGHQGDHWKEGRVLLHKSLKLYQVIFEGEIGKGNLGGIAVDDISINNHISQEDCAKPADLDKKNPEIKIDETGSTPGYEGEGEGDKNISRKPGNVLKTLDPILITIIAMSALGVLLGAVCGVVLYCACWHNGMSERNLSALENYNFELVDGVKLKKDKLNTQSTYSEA
# MT1-MMP act inh = blockers of MT1-MMP proenzyme processing, primary screen, HT1080 RFP-PRO-GFP cells, GFP/RFP fluorescence; GFP/RFP ratio fluorescence, overnight; percent of plate control window, DMSO zero; actives 0.061% (n = 360,000); GFP/RFP ratio change, % at 20 µM; Matrix metalloproteinase-14 (Homo sapiens), P50281;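 active = GFP/RFP ratio change of at least 30% with cell ATP level not reduced by more than half and red fluorescence within 50% of control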; note: strong numbers were not always called active
#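 Test system: HT1080 cells expressing an RFP-PRO-GFP fluorescent reporter construct / Compound dosing: single-point 20 µM compound, 1% DMSO / Schedule: cells overnight before dosing, compound overnight, 37 °C, 5% CO2 / Evaluation: GFP/RFP fluorescence ratio / Control set: DMSO and RFP-L50D-GFP cell wells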
# SKN-1 block = suppressors of acrylamide-induced Pgst-4::GFP reporter in worms, primary screen, SKN-1 inhibitor project, whole organism, uHTS, GFP/RFP fluorescence ratio, strain VP596. actives 0.49% (n = 360,000). C. elegans VP596 Pgst-4::GFP/RFP ratio, 24 h. inhibition, % at 21.8 µM;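 active = interference check ratio from 0.5 to 1.5 plus GFP to RFP signal ratio inhibition reaching or exceeding a fixed threshold, cut at about 30% in these data, passing the limit was not always enough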; note: some compounds called inactive have numbers as strong as hits
# bovine MsrA act = bovine MsrA enzyme activators, primary screen, biochemical, absorbance, HTS | AID 602163, 2012 | purified bovine MsrA, absorbance read-out | actives 0.3% (n = 360,000) | activation, % at 10.6 µM; in the data active = activation above about 7.5%;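 note: 0% = vehicle and 100% = reference activator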
# FAS TE block = FAS thioesterase domain inhibitors, primary screen, biochemical, fluorescence intensity, uHTS | Fatty acid synthase (Homo sapiens), P49327 | recombinant FAS-TE, OMFH fluorogenic substrate, fluorescence endpoint | inhibition, % at 15 µM | actives 0.67% (n = 360,000) | AID 602261, 2012;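 active = compounds whose normalised, plate-corrected inhibition of enzyme fluorescence in the single-dose primary screen is 50% or more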;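 note: 0% = DMSO with enzyme and 100% = substrate without enzyme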
# Rin1 Abl inh = inhibitors of Rin1-Abl protein binding, primary screen, biochemical, TR-FRET; Tyrosine-protein kinase ABL1 (Homo sapiens) + Ras and Rab interactor 1 (Homo sapiens), …; inhibition, % at 7.35 µM; actives 0.4% (n = 360,000); AID 588664, 2011; in the data active = inhibition above about 5%, passing the limit was not always enough
# eLon inh = inhibitors of E. coli Lon protease, primary screen, biochemical, fluorescence polarization; purified E. coli Lon protease; inhibition, % at 7.94 µM; actives 0.42% (n = 360,000); AID 602123, 2011; in the data active = inhibition above about 13%, passing the limit was not always enough;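 note: 0% = enzyme with probe and DMSO and 100% = no enzyme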
# MsrA inh = bovine MsrA enzyme inhibitors, primary screen, biochemical, absorbance, HTS; actives 0.75% (n = 360,000); AID 651718, 2012; purified bovine MsrA, absorbance read-out; inhibition, % at 15.5 µM; in the data active = inhibition above about 4.5%;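 note: 0% = vehicle wells with enzyme and 100% = reference inhibitor wells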
# Neddyl block = inhibitors of cullin neddylation, primary screen, biochemical, TR-FRET, uHTS, NAE and Ubc12. actives 0.58% (n = 360,000). AID 651699, 2012. calls only at 25 µM; in the data active = inhibition above about 36%
# An asterisk follows results filed as active; i = inactive; x = no result given.
no.	compound	NRP1-CendR mod	MT1-MMP act inh	SKN-1 block	bovine MsrA act	FAS TE block	Rin1 Abl inh	eLon inh	MsrA inh	Neddyl block
1	COc1ccc(C(=O)Nc2nc(CC(=O)NCc3c(F)cccc3F)cs2)cc1	-6	1	2	-8	-5	-3	1	0.1	i
2	CC(C)(C)Nc1c(N)c(=O)oc2ccccc12	-4	4	-11	-8	-9	-2	-12	1.8	i
3	COc1ccc(OCC(O)Cn2c(=N)n(Cc3ccccc3)c3ccccc32)cc1 (configuration not stated)	-5	-10	26	-3	-11	5	-1	0.7	i
4	Cc1cc(-c2cccnc2)c(C#N)c(SCc2cccc(F)c2)n1	-9	-14	-5	-3	27	1	7	0.7	i
5	CCc1c(C)sc(NC(=O)C2CC(c3c(F)cccc3Cl)=NO2)c1C#N (configuration not stated)	16	-2	2	-1	30	1	-5	-1.1	i
6	CCn1c(SCC(=O)Nc2ccc(C(C)=O)cc2)nnc1C1CC1	2	-6	14	-3	-3	2	-2	1.2	i
7	CCN(C(=O)CSc1nnc(-c2ccccc2)o1)c1c(N)n(Cc2ccccc2)c(=O)[nH]c1=O	-2	7	-21	-8	-5	3	-8	0.0	i
8	CCOc1cc(/C=C2\SC(=S)N(NS(=O)(=O)c3ccccc3)C2=O)ccc1O	-225	13	18	-3	-3	-1	-106	1.3	i
9	O=C(C(=O)N1CCN(c2ccncc2)CC1)c1cccc(Br)c1	18	-1	-16	x	x	x	x	0.2	i
10	CCOc1ccc(C2C(C#N)=C(N)Oc3cc(O)ccc32)cc1OCC (configuration not stated)	-4	-8	7	-5	-2	2	-25	0.2	i
11	O=S(=O)(CCN1CCCCC1)CCS(=O)(=O)CCN1CCCCC1	-5	-1	3	-2	-5	-1	-6	-0.7	i
12	CCC(CC)C(=O)c1c[nH]c(C(=O)N2CCN(c3ccc(OC)cc3)CC2)c1	6	0	-2	-7	-3	-2	-3	0.1	i
13	CCOC(=O)c1csc(NC(=O)CCSc2ccccc2)n1	5	-15	-14	-1	1	1	9	-0.1	i
14	COc1ccc(S(=O)(=O)N(C)C[C@H]2Oc3ncc(Br)cc3C(=O)N([C@@H](C)CO)C[C@@H]2C)cc1	1	-1	-16	-2	-2	1	-3	-0.8	i
15	COc1cc2oc3ccc(C#Cc4ccc(N)cc4)cc3c(=O)c2cc1OC	-14	3	14	-2	10	0	7	1.9	i
16	Cc1ccccc1C(=O)N1N=C(c2ccc(NS(C)(=O)=O)cc2)CC1c1cccs1 (configuration not stated)	-7	-2	23	0	4	-1	13	0.6	i
17	COc1cccc(-c2noc(N)c2C#N)c1	-11	-2	0	-6	-1	-3	-10	-0.6	i
18	O=C(NCC1CCCCC1)c1csc([C@@H]2C[C@H](O)[C@@H](CO)O2)n1	-1	1	5	-3	-8	2	-20	0.1	i
19	CC(C)C[C@H]1CN(CCCC[C@H]2CNC(=O)C(=O)N2CCc2ccccc2)C(=O)C(=O)N1Cc1ccccc1	-14	-7	-1	-3	-7	x	0	0.9	i
20	CN(C)c1nnnn1-c1cccc(Oc2ncc(C(F)(F)F)cc2Cl)c1	8	3	2	-3	11	-3	4	0.9	i
21	CCc1cc(=O)oc2cc(OC(=O)CN3C(=O)NC4(CCCC4)C3=O)ccc12	10	-12	-13	-10	3	0	7	0.4	x
22	CN(C)S(=O)(=O)c1cccc(COc2ncnc3c(Cl)cc(Cl)cc23)c1	2	2	7	-3	21	0	-16	-0.5	i
23	CCc1nnc(NC(=O)CSc2nnc(CNc3ccc(Cl)cc3)o2)s1	3	3	-4	-5	-5	-1	0	x	i
24	CCOC(=O)C1=NOC2COC3(CCN(c4ncccn4)CC3)OCC12 (configuration not stated)	-4	5	3	-11	-5	5	-10	0.9	i
25	Cc1ccc(-c2csc(=S)n2CC(=O)OCC(=O)NC(C)C(C)C)cc1 (configuration not stated)	-5	1	-1	-6	5	4	-5	-0.4	i
26	O=C(COC(=O)c1ccc(S(=O)(=O)N2CCCCC2)cc1)NCc1ccco1	2	3	2	-4	-3	0	2	-0.1	i
27	Cc1noc(C)c1CSCC(=O)OCC(=O)N1CC(=O)Nc2ccccc21	0	-1	7	-3	-7	1	-8	-1.4	i
28	O=C(Nc1ccc(N2CCCCC2)c(Cl)c1)c1ccc2c(c1)OCCO2	3	0	-8	-1	19	-3	6	0.1	i
29	O=C(/C=C/c1ccco1)NCCc1ccc(F)cc1	-2	1	14	-3	1	1	-4	-0.1	i
30	CCn1c(-c2nn(C)cc2Cl)n[nH]c1=S	-6	1	-2	2	-13	-1	-4	-0.3	i
31	O=C(c1cccs1)N1CCCC(c2nc3c(nnn3Cc3ccc(F)cc3)c(=O)[nH]2)C1 (configuration not stated)	5	-3	7	-7	3	-1	-1	1.0	i
32	COc1ccc(OCc2nnc3n2N=C(c2ccc(OC)cc2)CS3)cc1	-19	0	-6	5	9	0	0	0.4	i
33	O=C(Nc1ccnn1C1CCN(Cc2cc(Cl)ccc2O)CC1)c1cccnc1	14	-1	14	-3	-3	2	1	0.0	i
34	Cn1c(=O)n(C)c2cc([N+](=O)[O-])c(N3CCN(S(C)(=O)=O)CC3)cc21	1	8	-4	-14	-12	-5	0	2.2	i
35	CCN1CCN(Cc2c(O)ccc3c(=O)c(-c4ccc(OC)c(OC)c4)c(C(F)(F)F)oc23)CC1	-5	-4	-6	-4	-4	-2	-9	2.0	i
36	O=C(CSc1nncn1-c1ccccn1)Nc1cccc(Cl)c1	1	-6	7	-4	-7	0	-6	0.8	i
37	Cc1ccc(-c2nn(C)c(=O)c3ccccc23)cc1CN1CCOCC1	-4	-6	2	-3	0	-1	3	0.7	i
38	CC(=O)Nc1cccc(C(=O)OCc2csc(CC(=O)Nc3ccccc3C)n2)c1	11	3	-20	-13	-5	-2	6	0.1	i
39	CCOc1ccc(N2CC(C(=O)Nc3cccc(S(=O)(=O)N4CCCCC4)c3)CC2=O)cc1 (configuration not stated)	-3	4	-4	-1	6	1	-3	1.9	i
40	CCOC(=O)CCCNC(=O)COC(=O)c1ccc(O)cc1	5	0	-17	-4	-7	2	-6	-0.6	i
41	O=C(O)c1ccc(N2CCCCCC2)c(N2C(=O)c3ccccc3C2=O)c1	26*	2	8	0	-9	0	0	1.5	i
42	O=C(NCc1ccccc1)C(c1ccc(-c2ccccc2)cc1)n1c(=O)c(-c2ccco2)nc2ccccc21 (configuration not stated)	-71	0	14	x	x	x	x	0.0	i
43	CCCOC(=O)Oc1ccc2c(=O)c(Oc3cc(C)cc(C)c3)coc2c1	6	-2	7	-1	25	3	-8	1.3	x
44	CSc1nnc2c(n1)OC(c1ccccn1)N(C(C)=O)c1ccccc1-2 (configuration not stated)	2	-1	5	-4	-4	-2	8	3.5	i
45	Oc1ccc(-c2[nH]ncc2-c2cnn(-c3ccccc3)c2)c(O)c1	-4	3	4	-5	-54	4	-4	2.2	i
46	CC1=C(C)CC(C(=O)NCc2ccccn2)C(C(=O)O)C1 (configuration not stated)	0	5	3	-1	-3	2	0	-0.7	i
47	CC1(C)CC(=O)c2sc(NC(=O)c3cccs3)nc2C1	-4	6	19	-2	-4	-5	5	3.1	i
48	CCc1nc2c(OCC3CCCCC3)cccn2c1N(C)C(=O)c1ccc(C)cc1	2	1	12	-1	17	2	-3	0.3	i
49	CCOC(=O)C(NC(=O)NCc1ccc(OC)cc1)(OCC)C(F)(F)F (configuration not stated)	-2	1	-6	-6	-11	2	-10	0.0	i
50	CCCn1nc(C(=O)Nc2cc(S(=O)(=O)Nc3ccc(OC)cc3)ccc2O)c2ccccc2c1=O	-4	7	3	-2	-5	4	4	1.5	i

# Following part:
no.	compound	NRP1-CendR mod	MT1-MMP act inh	SKN-1 block	bovine MsrA act	FAS TE block	Rin1 Abl inh	eLon inh	MsrA inh	Neddyl block
51	COC(=O)Cn1cc(/C=C(/C#N)C(=O)N2CCOCC2)c2ccccc21	-2	0	9	-2	0	-2	2	1.0	i
52	Cn1c(Cn2cnc3ccccc32)nnc1SCC(=O)CC(=O)Nc1ccccc1	-8	13	25	-2	-6	-2	-14	-0.3	i
53	O=C(Nc1cccc(S(=O)(=O)N2CCCCC2)c1)c1cccs1	16	4	4	-2	5	2	4	-0.2	i
54	Cc1ccc2cccc(OCCOCCOc3ccccc3Br)c2n1	-3	-4	-7	-2	1	-2	9	0.8	i
55	COc1cccc(NC(=O)Nc2nnc(Cc3ccccc3F)s2)c1	4	-2	7	-5	1	3	-2	0.0	i
56	O=C(NN1C(=O)C2C3C=CC(C4CC34)C2C1=O)c1ccc(Cl)cc1 (configuration not stated)	3	1	-25	-3	-4	-1	0	0.5	i
57	O=C(CN1C(=O)NC2(CCCCCC2)C1=O)c1ccc2c(c1)OCCO2	-3	0	2	-2	1	-1	-9	0.7	i
58	O=c1[nH]c(=O)n(Cc2ccc(Oc3ccccc3)cc2)cc1Br	-8	4	-5	-6	5	2	-6	-0.9	i
59	O=Cc1cn(-c2ccccc2)nc1-c1ccc2c(c1)OCCO2	0	-3	35	-2	5	0	9	17*	i
60	Fc1ccccc1COc1ccccc1CNCc1ccncc1	-3	-5	9	0	-5	-2	-7	-0.3	i
61	CCCCc1nc(Cl)c(C#N)c2c1CCC2	4	-2	6	-3	10	-1	-10	-0.6	i
62	Cc1occc1-c1nnc(SCC(=O)N2CCOCC2)n1CCc1ccccc1	10	-2	-22	-3	-8	0	-7	-2.6	i
63	CCOc1cc(N2CCOCC2)c(OCC)cc1NC(=O)CCS(=O)(=O)c1ccc(Cl)cc1	-9	5	12	-2	-2	0	-4	0.9	i
64	CCCc1cc(=O)[nH]c(SCC(=O)c2cc(C)n(CC(F)(F)F)c2C)n1	-18	5	11	0	0	-4	2	-0.7	i
65	Cc1ccc(-n2c(SCc3ccc([N+](=O)[O-])cc3)nc3ccccc3c2=O)cc1	-12	x	19	-1	31	0	4	-0.4	i
66	CC(=O)c1ccc(N2CCN(C(=O)/C=C/c3ccc4ccccc4n3)CC2)cc1	-9	-4	11	-11	-3	-1	7	1.2	i
67	O=C(NCc1cccc(OC(F)(F)F)c1)c1cccc2c1C(=O)c1ccc(-c3ccc(F)cc3OCc3ccccc3)cc1S2(=O)=O	11	3	11	0	30	2	3	1.0	i
68	O=C(COc1ccc(Cl)cc1)NCc1nnc(SCC(=O)N2CCCC2)o1	-2	2	-12	-3	-4	0	-6	-1.2	i
69	CN(C)c1ccnc2sc3c(SCc4ccc(Cl)cc4)ncnc3c12	-8	0	11	-2	2	-7	-8	0.0	i
70	Cc1ccc(-c2csc(/C(C#N)=C(\O)CCl)n2)cc1	-24	-7	11	-1	1	-5	0	0.6	i
71	O=C(NN=C1CCCCCC1)c1ccncc1	-7	-9	-1	-1	-1	3	6	0.8	i

# 3 of the compounds above, with each value named:
10: CCOc1ccc(C2C(C#N)=C(N)Oc3cc(O)ccc32)cc1OCC (configuration not stated)
  NRP1-CendR mod: -4	MT1-MMP act inh: -8	SKN-1 block: 7	bovine MsrA act: -5	FAS TE block: -2	Rin1 Abl inh: 2	eLon inh: -25	MsrA inh: 0.2	Neddyl block: i
11: O=S(=O)(CCN1CCCCC1)CCS(=O)(=O)CCN1CCCCC1
  NRP1-CendR mod: -5	MT1-MMP act inh: -1	SKN-1 block: 3	bovine MsrA act: -2	FAS TE block: -5	Rin1 Abl inh: -1	eLon inh: -6	MsrA inh: -0.7	Neddyl block: i
12: CCC(CC)C(=O)c1c[nH]c(C(=O)N2CCN(c3ccc(OC)cc3)CC2)c1
  NRP1-CendR mod: 6	MT1-MMP act inh: 0	SKN-1 block: -2	bovine MsrA act: -7	FAS TE block: -3	Rin1 Abl inh: -2	eLon inh: -3	MsrA inh: 0.1	Neddyl block: i
